# Screening results deposited in PubChem by National Center for Advancing Translational Sciences (NCATS).
# BRCT PPI green: blocks human BRCA1 BRCT binding to phosphopeptide, green readout. P38398. BRCA1 BRCT-phosphopeptide binding, green fluorescence polarization. Potency, µM (titrated, usually from 76.9 µM), for inactives: at the top dose activity change, negative = inhibition, usual class: inhibitors. actives 0.05% (n = 75,000);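 note: potency is the fitted concentration of half-maximal effect; plate controls were peptide without protein for full effect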
#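 Compounds were incubated for 12 min at room temperature with a complex of 100 nM fluorescein-tagged pBACH1 decapeptide and 250 nM His-tagged BRCT protein. Buffer was phosphate pH 7.3 with EDTA, DTT and Tween 20. Disruption of binding lowers the polarization signal.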
# A350 autofl: A350 region autofluorescence; max dye-equivalent concentration, M; AID 590; Compound autofluorescence, 340/450 nm, Alexa 350 dye-equivalents; stronger effect = higher value; actives 11% (n = 59,000); in the data active = max dye-equivalent concentration above about 10 nM; inconclusive = mostly about 1.1 nM to 9.6 nM
# HEK293 cAMP ctrl: raises cAMP in parental HEK293 cells, TSHR agonist counter-screen. parental HEK293 CNG cAMP sensor, membrane potential fluorescence. actives 2.5% (n = 73,000). Potency, µM (titrated, usually from 57.1 µM), inactives show top-dose activation, hits mostly activators. AID 938; note: potency is the fitted concentration of half-maximal effect; % of control where 0% means no effect; nearly all actives have a fitted effect of over 55% in size
#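 Parental HEK 293 cells stably expressing a cAMP-gated CNG channel were loaded with membrane potential dye containing 100 uM RO 20-1724 for 60 min. Compound added for 30 min; depolarization read as fluorescence intensity at 590 nm.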
# Rhodamine autofl: compound fluoresces in the rhodamine spectral region; Rhodamine-region fluorescence, 547/598 nm, Tris buffer; stronger effect = higher value; max dye-equivalent concentration, M; actives 0.05% (n = 59,000); in the data active = max dye-equivalent concentration above about 11 nM; inconclusive = between about 1.1 nM and that limit
#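 Compounds in 100 mM Tris buffer, pH 8.0, were incubated 15 min at room temperature, then read at 547 nm excitation and 598 nm emission. Fluorescence was normalized against a per-plate six-point rhodamine standard curve as dye-equivalent concentration.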
# Caspase-1 inhib: allosteric or competitive inhibitors of human caspase-1; P29466; Caspase-1 enzyme, Ac-WEHD-AFC fluorogenic rate; Potency, µM (doses to about 57.5 µM), for inactives: at the top dose activity change, negative = inhibition, usual class: inhibitors; actives 0.03% (n = 75,000); AID 900;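 note: potency is the fitted concentration of half-maximal effect; plate controls were vehicle for no effect and no substrate for full effect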
# Fluorescein autfl: compound fluoresces in the fluorescein spectral region. Compound autofluorescence, 480/540 nm, fluorescein-equivalent; stronger effect = higher value. max fluorescein-equivalent concentration, M. actives 0.91% (n = 59,000); in the data active = max fluorescein-equivalent concentration above about 10 nM; inconclusive = between about 1.1 nM and that limit
#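 Tris 100 mM pH 8.0; 15 min RT; CCD read, ex 480/em 540 nm. Output: fluorescein-equivalent concentration per compound concentration, from six-point dye series on each plate.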
# 4MU fluor: compound fluoresces in the 4-MU spectral region; AID 589; actives 11% (n = 59,000); max dye-equivalent concentration, M; compound autofluorescence, 340/450 nm, 4-MU equivalents; stronger effect = higher value; in the data active = max dye-equivalent concentration above about 10 nM; inconclusive = mostly about 1.1 nM to 9.6 nM
#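 Compounds in 100 mM Tris, pH 8.0, sat 15 min at room temperature before fluorescence was read at 340 nm excitation/450 nm emission; a per-plate six-point 4-MU standard curve converted signals to dye-equivalent concentration at each compound concentration.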
# USP2a inhib: USP2a (human) protease inhibition. O75604. USP2a enzymatic assay, qHTS inhibition. Potency, µM (series often up to 38.3 µM), for the others: at the top dose activity change, negative = inhibition, actives largely listed as inhibitors. actives 0.1% (n = 60,000);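 note: potency is the fitted concentration of half-maximal effect; nearly all actives have a fitted effect of over 60% in size; plate controls were DMSO for no effect and NEM full inhibition control for full effect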
# Target sequence (O75604 whole entry, looked up): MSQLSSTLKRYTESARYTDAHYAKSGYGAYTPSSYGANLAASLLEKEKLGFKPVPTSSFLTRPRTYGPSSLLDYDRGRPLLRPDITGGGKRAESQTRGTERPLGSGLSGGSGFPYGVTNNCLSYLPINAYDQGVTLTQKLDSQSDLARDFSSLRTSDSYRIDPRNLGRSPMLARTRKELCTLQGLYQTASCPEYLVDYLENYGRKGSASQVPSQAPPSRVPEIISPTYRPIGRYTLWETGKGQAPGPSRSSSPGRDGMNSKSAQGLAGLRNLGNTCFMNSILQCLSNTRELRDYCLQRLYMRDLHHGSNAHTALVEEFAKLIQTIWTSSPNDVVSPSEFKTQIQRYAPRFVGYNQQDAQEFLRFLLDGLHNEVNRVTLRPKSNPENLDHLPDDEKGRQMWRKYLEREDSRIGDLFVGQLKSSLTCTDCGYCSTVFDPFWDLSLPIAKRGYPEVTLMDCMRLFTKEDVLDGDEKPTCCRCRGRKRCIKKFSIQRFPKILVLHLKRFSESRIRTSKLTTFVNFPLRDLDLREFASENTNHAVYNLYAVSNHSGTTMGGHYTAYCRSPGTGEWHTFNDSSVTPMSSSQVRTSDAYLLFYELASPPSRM
#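 USP2 core (20nM final) preincubated 30 min RT with compound, then Ub-PLA2 20nM and NBD C6-HPC 20uM final added; buffer 20mM Tris-HCl pH 8.0, 2mM CaCl2. Fluorescence Ex 460/Em 535 read at 0 and 2.5 h; normalized to NEM.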
# Caspase-7 inhib: blocks human caspase-7 allosterically or competitively. P55210. recombinant caspase-7, Ac-DEVD-AFC fluorescence rate. Potency, µM (top dose mostly 57.5 µM), for the others: top-dose activity change, negative = inhibition, hits mostly inhibitors. actives 0.02% (n = 75,000). AID 889; active = well fitted inhibition curve with a large enough effect in the main read-out, with a control signal flat, not every such curve was filed as active; inconclusive = small, poorly fitted or top-dose-only effect, or a change in a side signal; note: potency is the fitted concentration of half-maximal effect; % of control where 0% means no effect
# Target sequence (P55210 24-198 limits assumed): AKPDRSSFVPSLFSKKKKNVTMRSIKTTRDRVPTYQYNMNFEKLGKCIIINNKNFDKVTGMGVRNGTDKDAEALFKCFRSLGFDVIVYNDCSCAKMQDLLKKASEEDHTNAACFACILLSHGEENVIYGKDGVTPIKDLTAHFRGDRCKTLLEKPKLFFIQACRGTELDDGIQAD
# Target sequence (P55210 207-303 limits assumed): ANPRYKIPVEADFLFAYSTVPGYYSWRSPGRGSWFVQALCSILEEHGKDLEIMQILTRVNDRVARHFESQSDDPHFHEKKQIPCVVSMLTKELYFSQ
# TexasRed autofl: compound fluoresces in the Texas Red spectral region | Compound fluorescence, Texas Red channel, 547/618 nm; stronger effect = higher value | max dye-equivalent concentration, M | actives 0.06% (n = 59,000); in the data active = max dye-equivalent concentration above about 10 nM; inconclusive = between about 1.1 nM and that limit
#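 Pin-transferred compounds and Texas Red standards go into 100 mM Tris buffer, pH 8.0. After 15 min at room temperature, plates are imaged with 547/618 nm filters. Each value is a dye-equivalent concentration derived from the per-plate dye curve.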
# BRCT inh red: inhibitors of human BRCA1 BRCT-phosphoprotein interaction (red fluorophore); BRCT-phosphopeptide binding, red fluorescence polarization; Potency, µM (titrated, usually from 76.9 µM), without a hit: top-dose activity change, negative = inhibition, most hits filed as inhibitors; actives 0.03% (n = 75,000); AID 892; note: % is set by controls: 0 for no effect and ±100 for the full control effect
#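 Fluorescence polarization: 100 nM His-tagged BRCA1 BRCT with 100 nM TAMRA-labelled phospho-BACH1 decapeptide, phosphate buffer pH 7.3 with 150 mM NaCl, DTT, 0.01% Tween 20; 12 min RT. Binding inhibition seen as FP decrease.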
# Starred values were filed as active, the others as inactive; i = inactive; ? = inconclusive; / = no result given; & = joins results of further samples; [ ] = remark or other dose. Unless noted, calls come from the whole dose curve; as a rule, active = well fitted curve in the direction sought with a large enough effect; inconclusive = small, poorly fitted or top-dose-only effect, or another doubt; inactive = no such curve, though single readings can be large; an effect the other way counts as inactive or inconclusive. A portion of the library. The share of hits here may be higher or lower than overall.
SMILES,BRCT PPI green,A350 autofl,HEK293 cAMP ctrl,Rhodamine autofl,Caspase-1 inhib,Fluorescein autfl,4MU fluor,USP2a inhib,Caspase-7 inhib,TexasRed autofl,BRCT inh red
Oc1ccc2c3c1O[C@@H]1[C@@H](O)CC[C@]4(O)[C@H](C2)N(CC2CCC2)CC[C@@]314,-1.0%,i,13%,i,2%,?,i,-2%,3%,i,0.9%
O=c1cccc2n1C[C@@H]1C[C@H]2CN2CCCC[C@H]12,/,5.5e-08M*,-10%,i,/,i,5.6e-08M*,/,/,i,/
C=C1[C@@H](O)C2C=CC[C@H](C)C(=O)[C@@](C)(O)C=C[C@@H](OC(C)=O)[C@@]23C(=O)N[C@H](Cc2ccccc2)[C@@H]3[C@@H]1C (some centres not stated),-1.2%,/,4%,/,1%,/,/,/,0%,/,-0.4%
CC(=O)Oc1ccc(Cl)c2cccnc12,0.8%[3.08 µM],/,/,/,-2%,/,/,-7%,4%,/,-0.8%
CC(C)c1nccn1Cc1ccc(Cl)cc1Cl,-1.3%[15.4 µM],i,3.2µM*,i,1%[11.5 µM],?,i,/,4%[11.5 µM],i,1.0%[15.4 µM]
CC(C)c1ccc2c(c1)CC[C@@H]1[C@@](C)(CN)CCC[C@@]21C,/,i,-30%[inhibitor],i,/,1.2e-08M*,i,/,/,i,/
CCCCCC[C@H]1C(=O)O[C@@H](C)[C@H](NC(=O)c2cccc(NC=O)c2O)C(=O)O[C@@H](C)[C@@H]1OC(=O)CC(C)C,/,?,?,i,/,i,?,/,/,i,/
COC1=CC(=O)O[C@@H](/C=C\c2ccccc2)C1,0.1%[34.4 µM],i,5%[25.6 µM],i,0%[25.7 µM],?,i,-7%[17.1 µM],1%[25.7 µM],i,1.0%[34.4 µM]
N#Cc1ccc(CN2CC[C@@]3(CCCNC3)C2)cc1,0.6%,i,10%,i,-3%,?,i,-1%,0%,i,0.1%
COc1cc2c(cc1OC)C(C)NCC2 (configuration not stated),-3.0%&-3.4%,/,/,/,0%&0%,/,/,-5%,0%&-2%,/,1.3%&-0.3%
O=C(Nc1cc[c]([Sb](=[O])([OH])[OH])cc1)c1ccccc1,/,i,-12%[11.4 µM],i,/,i,i,/,/,i,/
COC(=O)C1(C)C=C2C(=C(C)C(=O)C2C)CN1 (configuration not stated),-1.1%,/,12%,/,-1%,/,/,/,-4%,/,0.6%
CCN1C[C@]2(COC(=O)c3ccccc3N3C(=O)C[C@H](C)C3=O)CC[C@H](OC)[C@@]34[C@@H]5C[C@H]6[C@H](OC)[C@H]5[C@](O)(C[C@@H]6OC)[C@@](O)([C@@H](OC)[C@@H]23)[C@@H]14,0.9%,/,3%,/,1%,/,/,/,1%,/,-1.0%
CC1=CC[C@@H]2[C@@H](C1)c1c(O)cc(CC#CCCCNS(C)(=O)=O)cc1OC2(C)C,-2.3%,/,-13%,/,-3%,/,/,/,-5%,/,2.0%
COc1cc2c(cc1OC)[C@@]13CCN4C=C5CCO[C@H]6CC(=O)N2[C@@H]1[C@@H]6[C@H]5C[C@H]43,-0.3%[15.4 µM],i,-6%[11.4 µM],i,-1%[11.5 µM],?,i,/,0%[11.5 µM],i,0.4%[15.4 µM]
O=c1[nH]c(=O)n(CCc2ccc(F)cc2)c(O)c1C=NCCCn1ccnc1,5.3%,?,10%,i,1%,?,i,-1%,1%,?,-0.6%
O=[N+]([O-])c1cccc2c([N+](=O)[O-])cccc12,-1.5%,/,3%,/,2%,/,/,/,0%,/,0.5%
O=C(NCc1nnc(SCC(=O)N2CCN(c3ccccc3)CC2)o1)c1ccco1,-0.9%,i,?,i,1%,i,i,0%,-1%,i,0.0%
C=CC(=O)OC,-1.8%,/,-12%,/,0%,/,/,/,1%,/,-0.2%
C=CCN1CC[C@@]23CCCC[C@@H]2[C@@H]1Cc1ccc(O)cc13,-1.2%,i,11%,i,-1%,i,i,-2%,0%,i,0.9%
CCCCCCCCCOc1ccc2[nH]cc(CCN)c2c1,-0.5%,/,2%,/,-2%,/,/,/,-3%,/,-1.6%
CCC(=NC1CC1)c1c(O)n(C2CCCCC2)c(=O)[nH]c1=O,53%[activator],i,14%,i,1%,?,i,3%,0%,i,2.1%
CC(C)(C)n1c(O)c(C=Nc2ccc3c(c2)CCC3)c(=O)[nH]c1=O,-1.4%,4.7e-08M*,25µM*,i,-2%,?,5e-08M*,4%,-1%,i,-1.7%
OC12CCCCC1C(c1ccccc1)NCC2 (configuration not stated),-1.0%,i,9%,i,1%,?,i,-7%,0%,i,1.4%
NC(=S)Nc1ccccc1,-0.3%&2.1%,/,-34%&9%[inhibitor],/,-4%&-3%,/,/,/,0%&0%,/,1.6%&0.8%
OCCOCC#CCN1CCOCC1,/,i,/,i,/,i,i,/,/,i,/
CC(=O)OCC1=C(C(=O)O)N2C(=O)C(NC(=O)CCCC(N)C(=O)O)C2SC1 (configuration not stated),-0.9%[3.08 µM],/,/,/,2%,/,/,-17%,0%,/,-0.1%
CCOC(=O)N(CC)c1ccc(C(O)(C(=O)OC)C(F)(F)F)cc1 (configuration not stated),-0.4%,i,3%,i,1%,i,i,3%,1%,i,-2.7%
CC1=CC(=O)NP(=O)(Oc2ccc3ccccc3c2)N1 (configuration not stated),-0.3%,i,1%,i,-1%,i,i,/,0%,i,0.6%
COC(=O)N1CCC2(CCN(CC(C)C)CC2)CC1,-2.1%,i,10%,i,0%,?,i,1%,-2%,i,0.9%
O[N+]1=CC=CCC1=S.On1ccccc1=S.[Zn],3.1%[3.08 µM],/,/,/,-5%,/,/,?,-9%,/,1.5%
Cc1ccc(N)c([N+](=O)[O-])c1,0.0%,/,-21%,/,-3%,/,/,/,-2%,/,-0.3%
Cn1c(C(=O)N2CCC3(CC2)OCCO3)cc2c(=O)n(C)c3ccccc3c21,-0.6%,i,-9%,i,-2%,i,i,6%,-1%,i,-2.1%
Cc1ccc2c(c1)CC1(CN2C)C(=O)NC(=O)N(C(C)C)C1=O (configuration not stated),-0.2%,?,3%,i,-1%,i,i,11%,-1%,?,0.6%
COC1=CC23CCCN2CCc2cc4c(cc2C3C1O)OCO4 (configuration not stated),-0.3%[3.08 µM],/,/,/,-1%,/,/,-2%,-4%,/,-4.2%
CCCCOC(=O)c1ccccc1C(=O)OCCCC,-3.0%,/,?,/,-3%,/,/,-9%,0%,/,0.9%

# Eight entries out of the list, ordered by count of non-hydrogen atoms, rising:
SMILES,BRCT PPI green,A350 autofl,HEK293 cAMP ctrl,Rhodamine autofl,Caspase-1 inhib,Fluorescein autfl,4MU fluor,USP2a inhib,Caspase-7 inhib,TexasRed autofl,BRCT inh red
Cc1ccc(N)c([N+](=O)[O-])c1,0.0%,/,-21%,/,-3%,/,/,/,-2%,/,-0.3%
OCCOCC#CCN1CCOCC1,/,i,/,i,/,i,i,/,/,i,/
O[N+]1=CC=CCC1=S.On1ccccc1=S.[Zn],3.1%[3.08 µM],/,/,/,-5%,/,/,?,-9%,/,1.5%
COC(=O)N1CCC2(CCN(CC(C)C)CC2)CC1,-2.1%,i,10%,i,0%,?,i,1%,-2%,i,0.9%
CC1=CC(=O)NP(=O)(Oc2ccc3ccccc3c2)N1 (configuration not stated),-0.3%,i,1%,i,-1%,i,i,/,0%,i,0.6%
COC1=CC23CCCN2CCc2cc4c(cc2C3C1O)OCO4 (configuration not stated),-0.3%[3.08 µM],/,/,/,-1%,/,/,-2%,-4%,/,-4.2%
CCOC(=O)N(CC)c1ccc(C(O)(C(=O)OC)C(F)(F)F)cc1 (configuration not stated),-0.4%,i,3%,i,1%,i,i,3%,1%,i,-2.7%
Cn1c(C(=O)N2CCC3(CC2)OCCO3)cc2c(=O)n(C)c3ccccc3c21,-0.6%,i,-9%,i,-2%,i,i,6%,-1%,i,-2.1%

# Continuation:
SMILES,BRCT PPI green,A350 autofl,HEK293 cAMP ctrl,Rhodamine autofl,Caspase-1 inhib,Fluorescein autfl,4MU fluor,USP2a inhib,Caspase-7 inhib,TexasRed autofl,BRCT inh red
c1ccc(CCN2CCOCC2)nc1,-0.4%[15.4 µM],i,-1%[11.4 µM],i,-2%[11.5 µM],?,i,/,1%[11.5 µM],i,-1.4%[15.4 µM]
COc1ccccc1N1CCN(C(CNC(=O)Oc2ccccc2)c2cccnc2)CC1 (configuration not stated),0.5%,i,?,i,0%,?,i,21%,-3%,i,0.3%
Cc1ccc(-n2c(O)c(C=NCCN3CCOCC3)c(=O)[nH]c2=O)cc1,/,i,/,i,/,i,i,/,/,i,/
Clc1ccc2ccccc2c1,-2.2%,/,2%,/,3%,/,/,/,-1%,/,1.3%
CC(C)OS(C)(=O)=O,-2.3%,/,8%,/,-4%,/,/,/,1%,/,0.2%
COc1c(CC=C(C)C)c2c(c3oc(=O)c(-c4ccc(O)cc4)c(O)c13)C=CC(C)(C)O2,-0.9%,/,/,/,0%,/,/,-10%,-3%,/,-3.0%
